EPAC1 antag: blocks human EPAC1 exchange factor | O95398 | EPAC1 GEF assay, Rap1b-BODIPY-GDP exchange fluorescence | Potency, µM (top dose mostly 115 µM), without a hit: top-dose activity change, negative = inhibition, actives largely listed as inhibitors | actives 0.14% (n = 360,000);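 note: potency is the fitted concentration of half-maximal effect; plate controls were vehicle for no effect and positive control for full effect; nearly all actives have a fitted effect of over 50% in size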
CCT chaperon mod: changes cytosolic chaperonin activity | purified chaperonin ATPase assay, HTRF ADP detection, 30 min | activity change, % (concentration not given with the values), hits read low | actives 0.3% (n = 360,000); in the data active = activity change below about -30%; note: % is set by controls: 0 for no effect and ±100 for the full control effect
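TRiC (40 or 20 nM final, by batch activity) in 30 mM Tris pH 7.4, 100 mM KCl, 5 mM MgCl2, 1 mM DTT was treated with compound at 76 uM single dose, then 10 uM ATP, 30 min at 37 °C. ADP was read by HTRF Transcreener.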
PLK1 PBD inh: PLK1 (human) polo-box domain binding inhibition | P53350 | Plk1 PBD binding of FITC phosphopeptide, fluorescence polarization | Potency, µM, inactives show max response, negative = inhibition, actives largely listed as inhibitors | actives 2.8% (n = 360,000); note: potency is the fitted concentration of half-maximal effect; series mostly up to about 57 µM; % is set by controls: 0 for no effect and ±100 for the full control effect; nearly all actives have a fitted effect of over 65% in size
IL-2 act: IL-2 activation. IL-2 activation reporter assay, cell-based qHTS; stimulated with anti-CD3/CD4/CD28 beads; in transgenic mouse T cells. activation, % (series mostly up to about 46 µM). actives 0.065% (n = 360,000). AID 652025; in the data active = activation above about 50%; inconclusive = mostly about 30% to 49%; note: 0% is about no effect
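Using fluorescent plate cytometry, EGFP and DsRed are detected in transgenic mouse T cells stimulated 18 h at 37 degrees C with antibody-coated beads after 60 min compound pretreatment.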
EPAC2 agonist: EPAC2 (human) agonism. EPAC2 activation, biochemical qHTS; response scale: 100% = 6.5 mM cAMP response. Potency, µM (top dose mostly 154 µM), inactives show at the top dose activation, hits mostly activators. AID 720711. actives 0.079% (n = 360,000); note: potency is the fitted concentration of half-maximal effect; nearly all actives have a fitted effect of over 50% in size
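Guanine nucleotide exchange by EPAC2 is measured as reduced fluorescence of BODIPY-GDP once it is released from 250 nM Rap1B. Plates are read kinetically for 30 min at room temperature; results are scaled to 6.5 mM cAMP.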
PI5P4Ka inh: blocks human PI5P4K alpha kinase activity; PI5P4Kalpha enzyme, ADP-Glo luminescence, 60 min; active compounds read low; max response, %; actives 1.2% (n = 330,000); AID 652105; active = max response of -50% or lower; inconclusive = between -30% and -50%; inactive = -30% or higher; note: value at the top dose of about 77 µM; % is set by controls: 0 for no effect and ±100 for the full control effect
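Human PI5P4Kalpha with substrate in 0.038 M HEPES pH 7.4, 0.28 mM EGTA, 0.1% CHAPS, 5% DMSO; reaction started with 5 microM ATP (final), 60 min at room temperature. ADP formed read by ADP-Glo luminescence.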
EPAC1 agonist: agonists of human EPAC1. O95398. EPAC1 agonist qHTS, biochemical assay; response scale: 100% = response to 6.5 mM cAMP. Potency, µM (series often up to 154 µM), without a hit: top-dose activation, most hits filed as activators. actives 0.073% (n = 360,000); note: potency is the fitted concentration of half-maximal effect; nearly all actives have a fitted effect of over 60% in size
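Multi-concentration qHTS readout: loss of Rap1B-bound BODIPY-GDP fluorescence driven by 100 nM EPAC1 with excess GDP (50 uM), monitored kinetically at room temperature; agonist response expressed relative to 6.5 mM cAMP.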
WRN inhibitor: WRN helicase (human) inhibition; Q14191; WRN helicase unwinding, fluorescent forked duplex, kinetic; Potency, µM (series often up to 114 µM), for the others: at the highest dose activity change, negative = inhibition, usual class: inhibitors; actives 0.46% (n = 360,000); note: potency is the fitted concentration of half-maximal effect; % is set by controls: 0 for no effect and ±100 for the full control effect; nearly all actives have a fitted effect of over 55% in size
Target sequence (Q14191 whole entry, looked up): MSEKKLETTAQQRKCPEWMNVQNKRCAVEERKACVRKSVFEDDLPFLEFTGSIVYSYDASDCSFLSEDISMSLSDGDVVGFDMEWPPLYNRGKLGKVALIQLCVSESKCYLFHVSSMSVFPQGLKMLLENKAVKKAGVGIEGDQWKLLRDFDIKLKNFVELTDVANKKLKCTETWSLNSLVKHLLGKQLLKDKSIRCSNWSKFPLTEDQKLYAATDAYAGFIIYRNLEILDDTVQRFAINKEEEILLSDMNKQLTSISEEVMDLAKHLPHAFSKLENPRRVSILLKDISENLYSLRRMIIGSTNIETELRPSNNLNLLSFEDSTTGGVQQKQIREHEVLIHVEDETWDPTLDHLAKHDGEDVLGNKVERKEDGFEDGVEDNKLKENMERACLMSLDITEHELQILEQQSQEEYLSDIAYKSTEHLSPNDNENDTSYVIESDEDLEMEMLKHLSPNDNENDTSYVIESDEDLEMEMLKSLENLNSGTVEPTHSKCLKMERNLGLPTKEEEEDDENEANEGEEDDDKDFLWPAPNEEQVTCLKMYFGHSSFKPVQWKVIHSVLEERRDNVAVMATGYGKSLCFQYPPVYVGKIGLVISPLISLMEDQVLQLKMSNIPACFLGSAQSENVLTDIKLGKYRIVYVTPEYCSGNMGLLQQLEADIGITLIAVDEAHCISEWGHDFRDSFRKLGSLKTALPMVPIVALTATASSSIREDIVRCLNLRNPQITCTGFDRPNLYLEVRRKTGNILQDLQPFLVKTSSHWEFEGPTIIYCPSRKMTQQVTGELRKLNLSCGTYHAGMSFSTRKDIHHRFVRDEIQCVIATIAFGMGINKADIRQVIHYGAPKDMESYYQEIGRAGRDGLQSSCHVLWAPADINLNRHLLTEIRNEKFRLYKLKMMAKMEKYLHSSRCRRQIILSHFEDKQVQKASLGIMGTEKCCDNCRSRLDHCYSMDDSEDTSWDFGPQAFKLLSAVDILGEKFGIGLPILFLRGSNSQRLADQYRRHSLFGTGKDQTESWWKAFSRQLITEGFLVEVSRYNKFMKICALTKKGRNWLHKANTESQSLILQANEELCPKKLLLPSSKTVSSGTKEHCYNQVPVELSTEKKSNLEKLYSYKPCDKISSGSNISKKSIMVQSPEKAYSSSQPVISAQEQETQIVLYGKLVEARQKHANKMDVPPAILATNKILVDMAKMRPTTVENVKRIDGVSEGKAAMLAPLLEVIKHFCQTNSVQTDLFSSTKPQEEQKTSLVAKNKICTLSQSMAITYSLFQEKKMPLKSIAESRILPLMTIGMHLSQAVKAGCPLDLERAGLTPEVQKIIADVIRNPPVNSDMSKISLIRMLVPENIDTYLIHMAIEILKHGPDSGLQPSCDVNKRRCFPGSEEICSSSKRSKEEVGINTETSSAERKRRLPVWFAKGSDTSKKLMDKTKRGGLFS
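Primary qHTS, 1536-well format. 20 nM WRN + compound, 15 min RT; start with 100 nM forked fluorophore/quencher duplex, 2 mM ATP (final); kinetic read ex 525/em 598 nm.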
* hit, by the source's call; ? = inconclusive; nt = no result given; [ ] = another dose, or the depositor's remark. Unless noted, calls come from the whole dose curve; as a rule, active = well fitted curve in the direction sought with a large enough effect; inconclusive = small, poorly fitted or top-dose-only effect, or another doubt; inactive = no such curve, though single readings can be large; an effect the other way counts as inactive or inconclusive. Not all compounds are listed; the hit share may differ from the screen's.

item | EPAC1 antag | CCT chaperon mod | PLK1 PBD inh | IL-2 act | EPAC2 agonist | PI5P4Ka inh | EPAC1 agonist | WRN inhibitor | structure
1 | 4.2% | 4.0 | -11.8% | -0.6 | -8.0% | 7.7 | -1.4% | -0.7% | Fc1cccc(Cl)c1CSc1ccc2nnc(-c3ccccn3)n2n1
2 | -1.5% | -0.6 | -2.3% | -0.7 | -5.7% | 2.0 | -4.1% | 5.8% | CCN(CC)C(=O)CSc1nc2cc(OC)c(OC)cc2c(=O)n1Cc1ccc(Cl)cc1
3 | -25.7% | -1.0 | -12.0% | 0.0 | 4.9% | -1.6 | 3.3% | 2.4% | CCOC(=O)CCNC(=O)N1CCCC(CNS(=O)(=O)c2cccs2)C1 (configuration not stated)
4 | -4.4% | -1.4 | -3.3% | -1.8 | -4.3% | nt | -0.6% | 2.8% | CCCCNC(=O)Nc1ccccc1C(=O)NCCC
5 | -5.4% | -0.2 | -22.7% | 0.4 | -18.4% | nt | -1.6% | -23.3%[57.1 µM] | CCCCCCCCc1nnc(NC(=O)c2ccco2)s1
6 | 5.2% | -2.0 | 1.9% | -0.8 | 4.2% | nt | 4.2% | -4.9% | CCNS(=O)(=O)c1ccc(NC(=O)Cc2ccc(F)cc2)cc1
7 | -1.4% | -0.4 | -5.7% | -0.7 | 8.8% | 2.2 | -2.6% | -7.9% | Nc1ncnc2c1ncn2[C@@H]1O[C@H](C(=O)NCC(F)(F)F)[C@@H](O)[C@H]1O
8 | 13.8% | -0.3 | -20.0% | -4.1 | 10.1% | 1.3 | 7.1% | -2.8% | O=c1[nH]c(C(F)(F)F)nc2c1nc1n2CCC1
9 | -10.3% | nt | 0.3% | -0.9 | -20.3% | 13.4 | -14.0% | -12.8% | COC(=O)[C@@]12C[C@@H](CC(=O)NCc3cccc(C(F)(F)F)c3)C(=O)N(Cc3ccccc3)C1=CCC(C)(C)C2
10 | -3.4% | 1.0 | -7.5% | -0.3 | -5.6% | -1.0 | 1.8% | -6.2% | Cc1ccc(S(=O)(=O)N2CCC(C(=O)NNC(=O)c3ccncc3)CC2)cc1
11 | -9.0% | -2.7 | -18.3% | -0.8 | 6.2% | ? | 15.5% | -13.9% | CC1C(=O)N(Cc2cn(Cc3ccco3)nn2)CCS(=O)(=O)N1Cc1ccc(-c2ccccc2Cl)cc1 (configuration not stated)
12 | -0.5% | -6.5 | -24.6% | -0.6 | 13.7% | -25.8 | 2.7% | -32.2% | Cc1ccc(-c2cc(NC=O)c3ncc(-c4cnn(C)c4)n3c2)cc1
13 | -24.8% | 0.9 | -19.9% | -0.3 | 21.4% | 4.1 | -6.6% | 2.9% | CCN(Cc1ccccc1)c1cc2c(c3c1ccn3C)C1CCC2O1 (configuration not stated)
14 | -6.1% | 0.9 | -5.2% | -0.5 | 9.1% | nt | 0.0% | 1.0% | COc1cccc(NC=C2C(=O)OC(C)(C)OC2=O)c1
15 | -11.6% | -3.0 | 3.1% | -0.5 | -12.6% | 5.6 | -7.6% | -9.3% | NS(=O)(=O)c1ccc(NC(=O)c2ccc(S(=O)(=O)N3CCCCCC3)cc2)cc1
16 | 3.5% | -0.8 | -7.3% | -0.2 | 14.3% | -0.4 | 13.2% | -8.2% | CCC(=O)c1ccc(OCC(O)CNC2CCCC2)cc1 (configuration not stated)
17 | 1.5% | -1.7 | -2.2% | 0.1 | -1.0% | 5.0 | 1.0% | 3.4% | Cc1cc(OCn2ccc(C(=O)O)n2)ccc1Cl
18 | 8.4% | -6.2 | -25.7% | 1.8 | 1.0% | -5.8 | -6.7% | 4.3% | O=c1c2ccccc2nnn1Cc1ccc(F)cc1
19 | 16.5% | -0.3 | -4.0% | -1.1 | 1.9% | nt | 3.5% | 0.4% | COc1ccccc1/C=N/Nc1nccnc1Cl
20 | 21.3% | -1.6 | 3.5% | -4.0 | 9.0% | 0.4 | 6.4% | 2.0% | COC(=O)c1ccc(NC(=O)CC(=O)Nc2ccc(C(=O)OC)cc2)cc1
21 | 13.5% | 0.3 | -18.0% | 0.4 | 9.1% | -1.6 | 3.6% | 9.5% | Cc1cc(C)n(S(=O)(=O)c2ccc3oc(=O)ccc3c2)n1
22 | 13.3% | -7.2 | 1.3% | -0.2 | -3.3% | -2.3 | -5.7% | -4.4% | CC(=O)Nc1ccc(C(=O)N2CCOCC2c2cc(C(=O)NCc3ccccc3)no2)cc1 (configuration not stated)
23 | 13.1% | -1.6 | -13.3% | -2.0 | 1.0% | -0.8 | 0.3% | 7.0% | CCNC(=S)NNC(=O)c1cccn(Cc2ccc(Cl)cc2Cl)c1=O
24 | 11.9% | -0.3 | -6.8% | -2.5 | 5.7% | 0.7 | -9.7% | 3.7% | Cc1c(O)cc2n(c1=O)-c1ccccc1C2(C)C
25 | 3.6% | 2.8 | -12.0% | 3.1 | 7.7% | -6.1 | 4.2% | -0.2%[57.1 µM] | C/C(=N/NC(=O)CNC(=O)C1COc2ccccc2O1)c1ccc2c(c1)OCCO2 (configuration not stated)
26 | -12.5% | -1.2 | -8.9% | 0.2 | 1.4% | 0.7 | -12.2% | 0.6% | COc1cc(O)c2c(c1)OC(c1ccc(O)cc1)CC2=O (configuration not stated)
27 | 19.2% | 1.4 | -1.3% | 1.5 | 9.5% | -11.9 | -12.1% | 16.1% | COc1ccccc1N(CC(=O)N(C)Cc1ccccc1)S(=O)(=O)c1cccs1
28 | 7.0% | -0.8 | -9.7% | -2.6 | 5.5% | nt | 2.7% | -2.7% | CC(=O)NC(Cc1ccc(F)cc1)C(=O)N1CCN(C(=O)NCc2ccccc2)CC1 (configuration not stated)
29 | -10.8% | -0.4 | -5.8% | 0.1 | -3.0% | -3.4 | 11.7% | -8.3% | O=C(N/N=C/c1ccc(F)cc1)c1sccc1OCc1ccc(F)cc1
30 | 8.0% | 1.5 | 1.3% | 0.1 | 2.1% | 0.4 | 4.0% | 6.4% | CCCNC(=O)c1ccc(N2CCC3(CC2)CC(c2cccc(Br)c2)=NO3)c(NC(=O)c2cccc(OC)c2)c1
31 | 1.6% | 1.9 | ? | 1.6 | -1.3% | -26.5 | 6.1% | -22.9% | O=C(NNC(=S)NC(=O)c1cccc([N+](=O)[O-])c1)c1ccc(Br)cc1
32 | 8.0% | -0.2 | -5.9% | -0.8 | 2.7% | -4.1 | 4.9% | -1.9% | CC(=O)NC(Cc1ccccc1)C(=O)OCC(=O)c1ccc(Cl)cc1 (configuration not stated)
33 | 8.4% | 0.9 | -10.5% | -0.2 | 9.8% | 0.1 | 5.7% | 0.6% | Cc1nnc(NC2=NCCCCC2)o1
34 | -8.4% | 0.9 | -3.0% | 2.7 | 7.3% | 1.5 | -8.1% | -6.9% | CCOCCn1ccc2c(OCC(=O)Nc3ccccc3F)cccc2c1=O
35 | 5.4% | 0.5 | 2.9% | -0.2 | -2.6% | nt | 6.2% | -2.6% | Cc1cc(NC(=O)CSc2nc3c(sc4ccccc43)c(=O)n2CCc2ccccc2)n[nH]1
36 | -21.3% | -0.4 | 0.0% | 0.0 | 5.6% | -3.9 | 3.9% | -3.2% | Cc1ccc(Oc2ccc(S(=O)(=O)N3CCOCC3)cc2C(N)=O)c(-n2nc3ccccc3n2)c1
37 | -13.5% | -0.1 | -4.7% | -2.6 | 16.3% | nt | 9.0% | 1.0% | CCOc1ccc(S(=O)(=O)NCCSc2ccccc2)cc1
38 | 2.2% | -1.0 | -8.2% | 2.4 | -0.3% | nt | -1.7% | -3.8% | CCNC(=S)NNC(=O)c1cc(CC(C)C)nc2ccccc12
39 | 2.4% | 2.0 | -26.2% | -0.8 | 6.6% | nt | 0.3% | 3.1% | CCNC(=O)CCS(=O)(=O)c1ccc2ccccc2c1
40 | 3.3% | -1.7 | -7.3% | 8.0 | -4.3% | 6.4 | 0.9% | -15.2% | CCc1nnc(NS(=O)(=O)c2ccc(N/C=C\C(=O)c3ccc(F)cc3)cc2)s1
41 | -12.1% | -0.9 | -13.6% | 1.0 | 3.6% | -1.7 | 0.2% | 10.5% | Cc1ccc2c(c1)N(CC(=O)N1CCOCC1)C(=O)CO2
42 | -3.7% | -3.3 | -9.5% | -1.5 | 8.5% | 0.7 | -2.9% | -1.2% | CC(C)OC(=O)CSc1nnc2c3ccccc3n(C)c2n1
43 | -1.7% | -3.5 | 0.6% | -0.1 | 7.4% | 8.6 | 0.7% | 5.6% | CCc1noc(C)c1C(=O)OCC(=O)NC(=O)c1ccccc1
44 | -15.2% | -0.6 | -6.9% | 0.8 | 2.0% | 0.1 | -7.1% | 6.3% | N/C(=N\OC(=O)Cc1ccccc1[N+](=O)[O-])c1cccnc1
45 | 3.0% | 0.8 | 2.4% | 0.3 | 6.4% | 9.9 | 0.6% | 1.2% | O=C(OCCN=C1NS(=O)(=O)c2ccccc21)C1CC(=O)N(c2ccc3ccccc3c2)C1 (configuration not stated)
46 | 2.1% | 0.0 | ? | -2.8 | 5.2% | 1.6 | 2.4% | -0.6% | Cc1ccc(N(CC(=O)NCCSc2ccccn2)S(C)(=O)=O)cc1
47 | 11.0% | 2.6 | -2.0% | -0.3 | 12.5%[15.6 µM] | ? | -1.2% | -3.1% | CCn1c(C)nc2cc(-c3nc4n(n3)Cc3ccccc3-4)ccc21
48 | -28.8% | -3.4 | -1.6% | -0.8 | -0.2% | 0.8 | 0.0% | -6.7% | CCOC(=O)Nc1ccc([N+](=O)[O-])cc1OC
49 | 4.0% | -0.3 | 1.3% | -1.5 | -17.5% | -2.2 | 0.6% | -11.3% | CCOc1cccc2cc(C(=O)NCc3ccc(Cl)cc3)c(=N)oc12
50 | 10.0% | -0.7 | -11.3% | -0.3 | 12.9% | -7.2 | 8.6% | -0.1% | O=C(O)c1ccc(NCc2cccc(Br)c2)cc1

4 structures from above, ordered by number of heavy atoms, descending:
item | EPAC1 antag | CCT chaperon mod | PLK1 PBD inh | IL-2 act | EPAC2 agonist | PI5P4Ka inh | EPAC1 agonist | WRN inhibitor | structure
49 | 4.0% | -0.3 | 1.3% | -1.5 | -17.5% | -2.2 | 0.6% | -11.3% | CCOc1cccc2cc(C(=O)NCc3ccc(Cl)cc3)c(=N)oc12
47 | 11.0% | 2.6 | -2.0% | -0.3 | 12.5%[15.6 µM] | ? | -1.2% | -3.1% | CCn1c(C)nc2cc(-c3nc4n(n3)Cc3ccccc3-4)ccc21
44 | -15.2% | -0.6 | -6.9% | 0.8 | 2.0% | 0.1 | -7.1% | 6.3% | N/C(=N\OC(=O)Cc1ccccc1[N+](=O)[O-])c1cccnc1
50 | 10.0% | -0.7 | -11.3% | -0.3 | 12.9% | -7.2 | 8.6% | -0.1% | O=C(O)c1ccc(NCc2cccc(Br)c2)cc1

Down the list, quoted from above:
CCT chaperon mod, compounds 44 to 49, in order: -0.6, 0.8, 0.0, 2.6, -3.4, -0.3

Screens from PubChem BioAssay.
